# Screening data from PubChem.
# TR-FRET SRC-2 ct: TR-FRET signal artefacts, primary screen, artefact control for PPARgamma SRC-2 agonist project, biochemical. TR-FRET artefact counter-screen; hits give high values. TR-FRET ratio at 8 µM. actives 0.4% (n = 200,000); in the data active means TR-FRET ratio above about 2000; further: inactives centre near 1500
# PMI act: activators of human PMI, primary screen, biochemical, fluorescence intensity, near-Km mannose 6-phosphate | activation factor at 20 µM | actives 0.005% (n = 190,000) | Mannose-6-phosphate isomerase (Homo sapiens), P34949 | AID 1214, 2008 | purified human PMI, coupled resazurin fluorescence, 20 min; hits give high values; 1 = vehicle control, 0 substrate-free wells;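 active means activation factor of 2 or more at 20 µM, relative to plate controls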
# Target sequence (P34949 whole entry, looked up): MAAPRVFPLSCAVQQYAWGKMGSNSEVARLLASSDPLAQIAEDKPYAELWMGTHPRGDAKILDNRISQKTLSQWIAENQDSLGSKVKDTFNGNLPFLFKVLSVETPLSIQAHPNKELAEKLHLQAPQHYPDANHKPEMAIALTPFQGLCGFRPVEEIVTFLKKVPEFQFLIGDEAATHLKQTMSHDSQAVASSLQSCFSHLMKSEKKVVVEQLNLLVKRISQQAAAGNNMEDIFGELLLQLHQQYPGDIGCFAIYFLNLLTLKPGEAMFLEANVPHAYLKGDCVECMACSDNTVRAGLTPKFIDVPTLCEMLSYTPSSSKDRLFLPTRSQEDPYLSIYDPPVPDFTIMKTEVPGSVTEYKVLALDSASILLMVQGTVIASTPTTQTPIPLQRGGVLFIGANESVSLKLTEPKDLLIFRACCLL
# Diaphorase inh: diaphorase inhibitors and chemical oxidizers, primary screen, counter-screen for diaphorase-coupled primary assays, biochemical, uHTS, resorufin fluorescence; diaphorase resazurin-to-resorufin fluorescence, NADH, 16 min; bacterial (C. kluyveri) enzyme, not human; inhibition, % at 20 µM; actives 0.69% (n = 190,000);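 active means primary screen inhibition at 20 µM above a set limit, cut at about 50% in these data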;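 further: plate controls were DMSO with full reaction for no effect and wells lacking NADH for full effect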
#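 System: Diaphorase enzyme from Clostridium kluyveri | Amount: Enzyme working solution with 0.14 U/mL diaphorase | Benchmarks: No-NADH positive control and DMSO neutral control | Signal: Fluorescence of resorufin formed from resazurin, Ex 544/Em 590 nm | Schedule: 16-min room-temperature incubation before reading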
# PMI act hi M6P: human PMI activators, high substrate, primary screen, biochemical, fluorescence intensity, near-saturating mannose 6-phosphate; Mannose-6-phosphate isomerase (Homo sapiens), P34949; actives 0.34% (n = 190,000); coupled PMI enzyme assay, resazurin fluorescence, 20 min; hits give high values; 1 = untreated enzyme, 0 = substrate-free blank; activation factor at 20 µM; AID 1216, 2008;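 active means activation factor of 2 or more at 20 µM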
#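 Test system: human phosphomannose isomerase with PGI, G6PDH, diaphorase coupling enzymes / Doses: 20 µM compound, 1% DMSO / Times: enzyme reaction with compound 20 min at room temperature / Measured by: Diaphorase-driven resazurin-to-resorufin fluorescence, excitation 544, emission 590 nm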
# S1P3 antag: S1P3 receptor antagonists, primary screen, cell-based; CHO S1P3 NFAT-BLA reporter, FRET fluorescence, antagonist mode; inhibition, % at 4.98 µM; Sphingosine 1-phosphate receptor 3 (Homo sapiens), Q99500; AID 485, 2006; actives 0.27% (n = 170,000);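 active means inhibition above the plate cutoff, the mean inhibition of test wells on that plate plus 3 SD, cut at about 28% in these data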;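 further: cells challenged with S1P at its EC80 of 0.8 µM; blue over green emission ratio from cleaved BLA substrate after 4 h stimulation; 0% = S1P-stimulated wells and 100% = unstimulated DMSO-only wells; some compounds past the cut are filed as inactive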
# PPARg SRC3 recr: PPARgamma agonists recruiting SRC-3 coactivator, primary screen, biochemical | biochemical PPARgamma/SRC-3 coactivator recruitment assay | activation, % at 8 µM | actives 0.26% (n = 200,000) | AID 731, 2007; in the data active means activation above about 23%;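 further: 0% = DMSO and 100% = reference agonist; some compounds past the cut are filed as inactive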
# Target sequence (P37231 whole entry, looked up): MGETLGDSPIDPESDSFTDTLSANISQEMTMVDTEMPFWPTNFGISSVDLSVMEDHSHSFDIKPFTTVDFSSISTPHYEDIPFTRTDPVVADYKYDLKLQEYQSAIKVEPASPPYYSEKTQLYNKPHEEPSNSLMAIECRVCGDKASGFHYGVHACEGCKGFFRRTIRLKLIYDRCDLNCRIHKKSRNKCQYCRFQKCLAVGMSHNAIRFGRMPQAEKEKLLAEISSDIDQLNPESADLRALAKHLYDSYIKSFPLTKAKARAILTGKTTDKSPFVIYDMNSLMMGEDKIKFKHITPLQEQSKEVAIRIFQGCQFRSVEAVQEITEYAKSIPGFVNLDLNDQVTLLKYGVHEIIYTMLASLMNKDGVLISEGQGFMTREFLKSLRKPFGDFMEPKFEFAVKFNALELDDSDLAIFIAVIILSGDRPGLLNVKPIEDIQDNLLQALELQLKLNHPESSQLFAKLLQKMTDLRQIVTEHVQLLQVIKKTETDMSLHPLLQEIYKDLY
# PPARg SRC1 recr: PPARgamma agonists recruiting SRC-1 coactivator, primary screen, biochemical. Peroxisome proliferator-activated receptor gamma (Homo sapiens), P37231. PPARgamma-SRC-1 coactivator recruitment biochemical assay. activation, % at 8 µM. actives 0.41% (n = 200,000). AID 631, 2007; in the data active means activation above about 19%;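 further: 0% = DMSO and 100% = reference agonist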
# ROMK mod: ROMK potassium channel modulators, primary screen, cell-based, thallium flux, MLSMR library; ATP-sensitive inward rectifier potassium channel 1 (Homo sapiens), P48048; Tet-inducible ROMK, thallium flux fluorescence; actives lie on both sides; B-score at 10 µM; actives 2% (n = 130,000); AID 1918, 2009;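 active means signal ratio slope over the read window, or its plate-corrected B-score, at least 3 SD from the plate mean, either direction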;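 further: B-score of the F/F0 ratio slope over 7 to 12 s after thallium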
# Diaph act CS: compounds boosting diaphorase resazurin reduction – biochemical, uHTS, resorufin fluorescence, counter-screen for diaphorase-coupled primary assays, primary screen; Diaphorase/resazurin coupled assay, 16 min; hits give high values; 1 = vehicle wells, 0 = NADH-free wells; activation factor at 20 µM; actives 0.005% (n = 190,000); AID 1229, 2008;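 active means diaphorase activity raised at least twofold by the compound at 20 µM; inactive means activation factor below 2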
#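 test system = bacterial diaphorase enzyme (C. kluyveri) | quantity = enzyme 0.07 U/mL final | reagent = NADH substrate 0.114 mM plus resazurin dye 0.1 mM, final | incubation = 16 min enzyme reaction, ambient temperature | buffer or medium = HEPES pH 7.4 buffer with MgCl2 and Tween 20 | signal = fluorescence of resorufin, 544 nm excitation, 590 nm emission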
# G6PDH CS: L. mesenteroides G6PDH inhibitors, counter-screen for G6PDH-coupled screening assays, biochemical, Leuconostoc mesenteroides enzyme | glucose-6-phosphate dehydrogenase [Leuconostoc mesenteroides] | Purified L. mesenteroides G6PDH, diaphorase/resazurin coupled fluorescence, 45 min | inhibition, % at 5 µM | actives 0.12% (n = 200,000); in the data active means inhibition above about 50%
# PPARg SRC2 recr: agonists of PPARg-SRC-2 recruitment, primary screen, biochemical, HTS; Peroxisome proliferator-activated receptor gamma (Homo sapiens), P37231; actives 0.34% (n = 200,000); activation, % at 8 µM; PPARgamma LBD-SRC-2 recruitment; in the data active means activation above about 22%;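 further: 0% = vehicle and 100% = reference agonist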
# Starred values were filed as active, the others as inactive; . = no result given.
compound,TR-FRET SRC-2 ct,G6PDH CS,Diaph act CS,S1P3 antag,PMI act,PPARg SRC1 recr,PPARg SRC2 recr,PMI act hi M6P,ROMK mod,PPARg SRC3 recr,Diaphorase inh
C#CCOC(=O)c1ccccc1C(=O)n1nnc2ccccc21,1784,4,0.9,-15,0.9,8,0,0.9,.,1,12
CC(C)OC(=O)CN1C(=O)C(C)(C)Oc2ccc(C(=O)NC(C)(C)C)cc21,1717,6,0.9,-31,0.8,17,10,0.9,0.019,0,8
CC1Cc2cc(C(=O)O)ccc2O1 (stereo not given),1571,2,0.9,-23,1,2,0,1,0.13,-1,6
Cc1ccc(CN2CCN(Cc3cn(C)nc3C)CC2CCO)o1 (stereo not given),1421,10,.,-9,.,0,3,.,1.5,-2,.
CC(/C=C\C=C\c1ccccc1)=N\NC(=O)c1cncc(Br)c1,1618,4,0.9,-18,1.6,8,9,1.9,0.52,0,11
COc1ccc(NC(=O)C2CCCN(c3nccc(C)n3)C2)cc1 (stereo not given),1499,2,1,4,1.1,4,6,1,-0.03,0,5
Nc1ncnc2c1ncn2CCOc1ccccc1,1488,8,0.9,-3,0.9,6,4,1.2,.,3,11
COc1ccccc1-n1cc(CN2CCN(CC(C)C)C(CCO)C2)cn1 (stereo not given),1300,4,0.9,-1,1,-4,0,1,-0.56,2,10
O=C(CNC(=O)c1ccccc1Br)N/N=C/c1cc(Br)ccc1O,1559,0,1,-3,1.1,8,10,1.2,-0.47,6,3
Cc1ccc(-c2onc3ccc(C=O)cc23)cc1,1702,7,0.8,.,1.4,9,15,1.7,-0.3,15,21
O=C(CSc1nc(-c2ccco2)cc(C(F)(F)F)n1)NCC1CCCO1 (stereo not given),1515,-7,0.9,-3,0.9,3,6,0.9,0.48,1,7
O=C(CSc1nnnn1-c1ccc2c(c1)CCC2)NCc1cccs1,1388,2,0.9,-31,0.8,-9,-8,0.9,.,-13,10
CCOC(=O)N1CCN(C(c2cccnc2)c2ccc3cccnc3c2O)CC1 (stereo not given),1464,24,0.5,.,0.4,-6,-4,0.5,-0.21,6,48
CCCc1nc2oc3c(OCC)ncnc3c2c2c1COC(C)(C)C2,1734,3,0.6,.,1,6,13,1,-1.6,2,43
COCCn1c(SCC(=O)Nc2nnc(C)s2)nnc1-c1ccncc1,1452,-16,0.8,0,0.9,1,2,1,1.3,-2,19
NC(=O)CSc1ncnc2c1nnn2Cc1ccc(F)cc1,1488,2,1,-6,1.1,4,5,1.1,-0.79,2,-2
Cc1ccccc1NC(=O)C1CCN(S(=O)(=O)c2cccs2)CC1,1561,3,1,-4,0.9,9,-6,1,0.084,-4,-1
CC1Cc2ccccc2N1C(=O)COC(=O)Cn1nnc(-c2ccccc2)n1 (stereo not given),1532,31,0.8,-26,0.8,2,8,0.8,-0.0067,1,22
CN1CCc2c(sc3c2c(=O)n(-c2cccc(Cl)c2)c2nncn32)C1,1537,.,.,-9,.,9,8,.,.,4,.
C=CCOc1c2ccc(C(=O)NC3CCCc4ccccc43)cc2nn1C (stereo not given),1602,7,0.9,.,0.9,2,15,0.9,-0.3,9,10
O=Cc1ccc(OC(=O)c2cccnc2)cc1,1598,16,1.1,-27,1,2,5,1,0.27,2,-14
O=C(COc1ccccc1Br)NCc1ccccn1,1477,7,0.9,.,0.9,-2,4,0.9,-0.19,-5,13
Nc1nc(NCC2CCCO2)nc(Nc2ccc(F)cc2)c1[N+](=O)[O-] (stereo not given),1687,0,0.8,6,1,2,6,0.9,.,2,17
CC1CCN(CC(=O)NCCc2ccc(F)cc2)CC1,1491,-2,0.9,-28,0.9,-4,-6,0.9,0.43,1,9
Cc1cc(C)nc(NC2=NC3CCCCC3N2)n1 (stereo not given),1448,-2,1,12,0.9,0,15,0.9,0.011,-6,-3
CS(=O)(=O)c1ccc(C(=O)Nc2ccc(N3CCCCC3)cc2)c(Cl)c1,1563,4,1.1,-8,1.1,12,0,1.1,-0.095,1,-7
Cc1cc(-c2ccc(NC(=O)[C@@H]3CCCC[C@@H]3C(=O)O)c(C)c2)ccc1NC(=O)[C@@H]1CCCC[C@@H]1C(=O)O,1503,26,1,0,1.1,4,3,0.9,0.2,3,3
CCN(C1CCCCC1)S(=O)(=O)c1ccc(OC)c(C)c1,1350,12,0.9,12,0.9,-4,2,0.9,-3.4*,2,11
CC(OC(=O)c1ccccc1NCc1ccco1)C(=O)Nc1ncc(Cl)cc1Cl (stereo not given),1604,11,0.9,.,1.1,3,8,1,.,3,12
O=C(Nc1ccccn1)C1CCN(S(=O)(=O)c2cccc3nonc23)CC1,1353,2,0.9,.,0.9,7,2,0.9,-1.3,6,12

# For convenience, part of the list above:
compound,TR-FRET SRC-2 ct,G6PDH CS,Diaph act CS,S1P3 antag,PMI act,PPARg SRC1 recr,PPARg SRC2 recr,PMI act hi M6P,ROMK mod,PPARg SRC3 recr,Diaphorase inh
C=CCOc1c2ccc(C(=O)NC3CCCc4ccccc43)cc2nn1C (stereo not given),1602,7,0.9,.,0.9,2,15,0.9,-0.3,9,10
O=Cc1ccc(OC(=O)c2cccnc2)cc1,1598,16,1.1,-27,1,2,5,1,0.27,2,-14
O=C(COc1ccccc1Br)NCc1ccccn1,1477,7,0.9,.,0.9,-2,4,0.9,-0.19,-5,13
Nc1nc(NCC2CCCO2)nc(Nc2ccc(F)cc2)c1[N+](=O)[O-] (stereo not given),1687,0,0.8,6,1,2,6,0.9,.,2,17
CC1CCN(CC(=O)NCCc2ccc(F)cc2)CC1,1491,-2,0.9,-28,0.9,-4,-6,0.9,0.43,1,9
Cc1cc(C)nc(NC2=NC3CCCCC3N2)n1 (stereo not given),1448,-2,1,12,0.9,0,15,0.9,0.011,-6,-3
CS(=O)(=O)c1ccc(C(=O)Nc2ccc(N3CCCCC3)cc2)c(Cl)c1,1563,4,1.1,-8,1.1,12,0,1.1,-0.095,1,-7
Cc1cc(-c2ccc(NC(=O)[C@@H]3CCCC[C@@H]3C(=O)O)c(C)c2)ccc1NC(=O)[C@@H]1CCCC[C@@H]1C(=O)O,1503,26,1,0,1.1,4,3,0.9,0.2,3,3
CCN(C1CCCCC1)S(=O)(=O)c1ccc(OC)c(C)c1,1350,12,0.9,12,0.9,-4,2,0.9,-3.4*,2,11

# Continued.
compound,TR-FRET SRC-2 ct,G6PDH CS,Diaph act CS,S1P3 antag,PMI act,PPARg SRC1 recr,PPARg SRC2 recr,PMI act hi M6P,ROMK mod,PPARg SRC3 recr,Diaphorase inh
O=C(c1ccc(F)cc1)C1CCN(C(=O)c2ccncc2)CC1,1491,4,0.9,-14,1,3,-4,1,-0.12,-2,14
Cc1ccc(-c2csc3nc(=O)c(C)nn23)cc1,.,3,0.9,-1,1,.,.,1,.,.,6
Cc1cccc(-n2c(SCc3ccc(C#N)cc3)nnc2-c2c[nH]c3ccccc23)c1,1767,-2,0.8,-9,0.9,1,1,0.9,0.41,0,23
Nc1c(C(=O)NCc2ccccc2)nnn1Cc1ccc(F)cc1,1769,-10,1,-28,1,0,5,1,.,4,3
c1ccc(-c2nc(-c3ccccn3)no2)cc1,1703,8,1.1,.,1.1,-8,2,1,0.4,10,-8
Cn1c2ccccc2c2c(C(=O)N3CCN(C(=O)c4ccco4)CC3)cn(C3CCCCC3)c(=O)c21,1214,16,0.9,.,1,-6,-2,1.1,0.031,-8,8
CCCCC1OC2(C)OC(=N)C1(C#N)C(C#N)(C#N)C2c1ccccc1 (stereo not given),1533,-21,0.4,-12,0.6,3,-5,0.6,0.01,-3,58*
Cc1cccc(N2CCN(C(=O)c3cc4ccccc4oc3=O)CC2)c1C,1751,-15,0.9,-8,0.8,2,12,0.9,.,12,14
COc1ccc(CCNC(=O)Cn2c(-c3nonc3N)nc3ccccc32)cc1OC,1423,1,0.6,17,1,-1,5,0.9,.,-6,36
CC(C(=O)O)N(C(=O)c1ccccc1)c1ccc(F)cc1 (stereo not given),1425,6,0.9,-3,1.1,4,-4,1,-0.17,-1,7
O=C(Nc1cccc2ncccc12)c1ccc(-c2ccc(Br)cc2)o1,1662,3,0.7,.,0.8,-2,9,0.6,.,7,33
NC(=O)c1ccc2nc(NC(=O)c3ccc(N)cc3)sc2c1,1538,7,1,-12,1,10,3,1,1.5,1,0
COc1cc(C2=NOC(C(=O)N3CCOCC3)C2)cc(OC)c1OC (stereo not given),1699,1,0.9,16,1.1,-8,-8,0.9,.,-7,10
Cc1ccc(-n2nnnc2-c2cccc(C)c2)cc1,1395,-4,1,-6,0.9,-4,5,1,-0.27,1,0
CC(=O)NC(=O)c1ccc(-c2ccc(Cl)cc2)o1,1406,12,1,-11,0.8,2,1,1,-0.087,7,1
CC(Sc1nc(-c2ccccc2)cc(C(F)(F)F)n1)C(=O)NCCN1CCOCC1 (stereo not given),1588,3,0.9,-7,1,8,-4,1,1.7,-2,12
CCOc1ccc(-c2cc(CCCC(=O)Nc3cccc(OC)c3)no2)cc1,1431,-20,0.7,-39,0.8,0,-6,0.8,.,3,33
COc1ccc(NC(=O)CN2CCC(C)CC2)c([N+](=O)[O-])c1,1729,-16,0.9,.,1,7,13,0.9,.,10,8
CC(OC(=O)C1=Cc2ccccc2OC1)C(=O)NC(C)(C)C (stereo not given),1641,9,1,-14,1,0,12,1,-0.68,7,-1

# Random draw from the library (roughly 3.3% active in at least one column).
